# Bioassay records: PubChem BioAssay, several laboratories
# Mcl1 Bid PPI: Mcl-1/Bid binding inhibitors, primary screen, biochemical, TR-FRET, 1536-well | TR-FRET Mcl-1/Bid-Dy647 peptide binding | inhibition, % at 21.7 µM | 220,000 compounds, 0.97% hits | AID 1021, 2008;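 active = compounds that cut the binding signal by more than half at the single screening dose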;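 note: His-tagged Mcl-1 with europium anti-His antibody binding Bid BH3 peptide; 0% = Mcl-1 plus peptide wells and 100% = peptide-only wells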
# Target sequence (Q07820 whole entry, looked up): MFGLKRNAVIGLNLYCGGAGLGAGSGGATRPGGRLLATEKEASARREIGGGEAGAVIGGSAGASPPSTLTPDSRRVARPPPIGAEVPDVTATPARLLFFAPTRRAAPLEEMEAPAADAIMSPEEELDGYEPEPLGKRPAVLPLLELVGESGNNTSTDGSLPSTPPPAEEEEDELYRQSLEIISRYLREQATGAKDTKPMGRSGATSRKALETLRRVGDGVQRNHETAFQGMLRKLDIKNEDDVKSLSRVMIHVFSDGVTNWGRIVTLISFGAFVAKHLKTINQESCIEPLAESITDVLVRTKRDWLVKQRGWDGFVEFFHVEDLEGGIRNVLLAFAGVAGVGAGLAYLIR
# Rac1 wt GTP bind: wildtype Rac1 GTP binding modulators, primary screen, biochemical, GST-Rac1 beads, flow cytometry, multiplex; Ras-related C3 botulinum toxin substrate 1 (Homo sapiens), P63000; 190,000 compounds, 0.27% hits; fluorescent GTP binding; actives lie on both sides; 0 = cold GTP competed, 100 = untreated; GTP binding activity (% of control), % at 10 µM;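 active = GTP binding activity at least 20 points away from the 100% control level, either lower or higher; inconclusive = compound flagged as likely green fluorescent, judged across all proteins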
# Rab2A wt mod: modulators of GTP binding to Rab2A wildtype, primary screen, biochemical, dog, bead-based flow cytometry, multiplex | GST-Rab2 wt beads, Bodipy-GTP binding | GTP binding activity, % at 10 µM | 190,000 compounds, 0.19% hits | AID 760, 2007;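 active = GTP binding activity at least 20 points away from 100%, either lowered or raised; inconclusive = signal likely due to the compound's own green fluorescence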;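 note: 0% = beads with excess unlabeled GTP and 100% = no-compound control corrected for plate trend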
# Cdc42 wt GTP: modulators of GTP binding to wildtype Cdc42, primary screen, biochemical, multiplex bead flow cytometry, Bodipy-GTP; Cell division control protein 42 homolog (Homo sapiens), P60953; GST-Cdc42 beads; actives lie on both sides; percent activity (GTP binding), % at 10 µM; 190,000 compounds, 0.2% hits;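 active = percent activity GTP binding at least 20 points away from the 100% baseline, either down as inhibitor or up as activator; inconclusive = compound flagged as likely green fluorescent from well-wide comparison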;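 note: median bead fluorescence of bound Bodipy-FL-GTP at 100 nM; 0% = excess unlabeled GTP control and 100% = no compound control; below 100% means less GTP binding so inhibitor and above means activator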
# Target sequence (P60953 whole entry, looked up): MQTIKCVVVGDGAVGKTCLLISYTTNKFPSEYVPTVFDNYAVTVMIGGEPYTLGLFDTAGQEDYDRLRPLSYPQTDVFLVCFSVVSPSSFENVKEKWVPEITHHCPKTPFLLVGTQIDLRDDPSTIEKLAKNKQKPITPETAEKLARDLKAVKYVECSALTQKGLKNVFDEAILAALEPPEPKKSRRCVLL
# Avidin fluor: green autofluorescence of compounds with avidin beads – biophysical, 488/530 nm, flow cytometry, artefact control, profiling panel. fluorescence (KMESF) at 10 µM. compound fluorescence 488/530 nm; hits give high values. 220,000 compounds, 0.38% hits; in the data active = fluorescence above about 47; note: inactives centre near 10
# HRas wt GTP bind: modulators of GTP binding to HRas wildtype, primary screen, biochemical, bead-based flow cytometry, multiplex; GTPase HRas (Homo sapiens), P01112; GST-Ras wt beads, Bodipy-FL-GTP binding; actives lie on both sides; GTP binding activity, % at 10 µM; 190,000 compounds, 0.14% hits; AID 759, 2007;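 active = GTP binding activity at least 20% away from the 100% baseline, either lowered as inhibitor or raised as activator; inconclusive = flagged as likely green fluorescent, judged across all proteins in the well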;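 note: 0% = unlabeled GTP competition control and 100% = no-compound control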
# Target sequence (P01112 whole entry, looked up): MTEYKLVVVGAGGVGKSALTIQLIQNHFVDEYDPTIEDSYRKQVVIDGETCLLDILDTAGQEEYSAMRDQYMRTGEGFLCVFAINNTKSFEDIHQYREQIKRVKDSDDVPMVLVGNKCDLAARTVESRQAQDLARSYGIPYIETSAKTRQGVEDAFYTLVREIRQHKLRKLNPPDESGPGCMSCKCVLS
# Rab7 wt GTP bind: modulators of GTP binding to Rab7, primary screen, biochemical, wildtype, multiplex bead flow cytometry; GST-Rab7 beads, fluorescent GTP binding; actives lie on both sides; untreated = 100%, excess cold GTP = 0%; GTP binding activity (percent of control), % at 10 µM; 190,000 compounds, 0.055% hits;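 active = fluorescent GTP binding to Rab7 beads changed by at least 20 points from the 100% baseline, either direction, mostly lower; inconclusive = compound itself probably fluorescent, or too few beads counted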;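 note: median green fluorescence of bound Bodipy-FL-GTP per Rab7 bead population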
# Rac1 act GTP bind: GTP binding modulators of activated mutant Rac1, primary screen, biochemical, bead-based flow cytometry, multiplex, fluorescent GTP; Ras-related C3 botulinum toxin substrate 1 (Homo sapiens), P63000; GST-Rac1 activated beads; actives lie on both sides; 100% means binding = to untreated wells; percent activity (GTP binding), % at 10 µM; 190,000 compounds, 0.11% hits;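 active = GTP binding at least 20 percentage points away from the 100% baseline, in either direction, so actives lie on both sides; inconclusive = Compound likely fluorescent itself, or too few beads counted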
# Pf gametocyte: late stage P. falciparum gametocyte viability inhibitors, primary screen, ATP luminescence, HTS; P. falciparum stage V gametocytes, 24 h; inhibition, % at 10.9 µM; 150,000 compounds, 0.065% hits;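 active = inhibition above the mean plus 3 SD of compounds within the control limits, set per campaign, cut at about 38% in these data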;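 note: 0% = DMSO wells and 100% = medium only without gametocytes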
# Mcl1-Noxa inh: Mcl-1/Noxa binding inhibitors, primary screen, biochemical, TR-FRET, 1536-well; inhibition, % at 21.7 µM; TR-FRET Mcl-1/Noxa peptide binding, 2 h; 220,000 compounds, 1.5% hits; Induced myeloid leukemia cell differentiation protein Mcl-1 (Homo sapiens), Q07820;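 active = compounds that cut the protein-peptide binding signal by more than 50% relative to plate controls in a single-dose test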;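 note: His-tagged Mcl-1 with rhodamine Noxa BH3 peptide and terbium anti-His antibody; 0% = Mcl-1 plus Noxa peptide wells and 100% = peptide-only wells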
# Bim-Mcl-1: inhibitors of Bim peptide binding to Mcl-1, primary screen, biochemical, bead-based flow cytometry, multiplex; 190,000 compounds, 0.1% hits; Bim peptide-Mcl-1 binding; Induced myeloid leukemia cell differentiation protein Mcl-1 (Homo sapiens), Q07820; inhibition, % at 10 µM; AID 1009, 2008; in the data active = inhibition above about 40%;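 note: 0% = no compound tracer wells and 100% = peptide blocker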
# Starred values were filed as active, the others as inactive; ? = inconclusive; / = no result given.
SMILES,Mcl1 Bid PPI,Rac1 wt GTP bind,Rab2A wt mod,Cdc42 wt GTP,Avidin fluor,HRas wt GTP bind,Rab7 wt GTP bind,Rac1 act GTP bind,Pf gametocyte,Mcl1-Noxa inh,Bim-Mcl-1
O=C(C1CC1)N1CCN=C1SCc1ccccc1Cl,-5,104,98,101,8,100,100,100,/,-2,0
O=c1[nH]c2ccccc2nc1/C=C(\O)C(F)F,-15,102,99,99,16,100,97,99,16,8,-8
Cc1cc(/C=N/NC(=O)CC#N)c(C)n1-c1ccc([N+](=O)[O-])cc1,-37,98,97,96,11,97,92,97,0,23,0
O=C(Nc1ccc2c(c1)OCO2)N1CCN(C/C=C/c2ccccc2)CC1,-32,101,101,102,8,101,101,99,/,-7,-4
COc1ccc(-c2cc(C(=O)NN)[nH]n2)cc1,-39,102,99,100,3,101,100,100,-11,-3,-3
CC(=O)C1=C(Nc2ccc(C)cc2)CC(C)(O)C(C(C)=O)C1c1ccco1 (centres undefined),-7,103,102,102,18,101,103,99,/,13,0
O=C(O)CC(c1cccc(Cl)c1)n1cccc1 (centres undefined),-8,100,96,100,9,100,96,98,/,1,0
O=[N+]([O-])c1ncn(Cc2ccccc2Cl)n1,-6,104,100,97,3,101,101,100,/,7,-5
O=C(CSc1nc2ccccc2nc1SCC(=O)N1CCOCC1)N1CCOCC1,-11,106,99,102,7,99,97,99,/,9,-1
Cc1noc2ncnc(Sc3ccc(Cl)cc3)c12,9,106,101,106,38,102,101,110,-1,-4,-2
O=C(CSc1ncccn1)NN=C1CCCCCCC1,22,106,103,106,36,104,102,100,/,35,-1
COc1cccc(-c2noc(-c3ccc4c(c3)OCO4)n2)c1,-7,100,98,94,22,101,106,98,9,-6,-1
COC(=O)C1=C(C)N(Cc2ccco2)C(=O)C1,-2,104,100,100,2,101,103,100,-5,12,1
S=C(NCc1ccco1)N1CCN(c2nc(-c3ccc(Cl)cc3)cs2)CC1,-37,102,100,101,11,97,103,97,/,-1,-5
Cn1cccc1CC(=O)NNC(=S)Nc1ccc(Cl)cc1,-63,98,100,95,2,98,102,95,13,-20,-8
Cc1ccc(C(C(=O)NC2CCCC2)N(Cc2ccc(F)cc2)C(=O)c2csnn2)o1 (centres undefined),2,102,99,101,37,100,97,100,-3,10,0
O=C(Cc1ccccc1Cl)N1CCN(c2ccccn2)CC1,-41,93,96,93,8,93,98,96,11,-2,-1
CN(C)/C=C(\c1cnc(Cl)s1)S(=O)(=O)c1ccccc1,-18,95,97,95,7,99,105,94,-15,-9,-1
Fc1ccc(-c2n[nH]c(=S)c3ccccc23)cc1,-38,99,97,95,16,96,98,93,-6,29,-8
CCCC1(CCC)NC(=O)N(CC(=O)Nc2cccc(OC)c2)C1=O,-7,105,101,100,34,101,101,100,-16,1,-1
CCOC(=O)c1cc(NC(=O)c2c(C)noc2C)cc(C(=O)OCC)c1,-6,96,94,99,34,99,92,95,17,5,0
N#Cc1nc(-c2ccccc2Cl)oc1N1CCCCC1,0,97,96,98,37,99,99,97,12,24,0
COc1cccc(NC(=O)N2CCCC2C(=O)NC(C)C)c1 (centres undefined),-22,98,98,95,9,97,97,98,/,11,0
COc1cc(NC(=O)c2ccccc2[N+](=O)[O-])ccc1NC(=O)C(C)C,-13,102,95,101,11,96,99,98,-17,12,4
O=C(CSc1ncnc2sc(-c3ccccc3)cc12)NC1CCS(=O)(=O)C1 (centres undefined),-30,93,95,94,9,96,99,90,-17,19,-3
Clc1ccccc1CNc1ncnc2nc[nH]c12,-10,104,101,103,9,101,100,100,/,1,0
CCc1ccc(-n2c(C)cc(/C=N/NC(=O)OC)c2C)cc1,-75,100,97,97,17,98,99,97,4,17,-2
CCn1nnc(NC(=O)c2c(OC)cccc2OC)n1,-2,108,103,103,34,101,101,100,/,-8,-1
O=C(c1cccc(S(=O)(=O)NCc2ccccc2)c1)N1CCN(Cc2ccccc2)CC1,-10,101,99,98,33,99,98,99,/,18,-8
C[C@H](N)c1nnc(SCC(=O)N(C)C)o1,1,98,99,100,37,99,100,98,10,18,-2
Cc1ccc2c(c1)c1c(n2CC(O)Cn2nc(C)c(Br)c2C)C(=O)CCC1 (centres undefined),-8,?,?,?,5,?,?,?,/,9,3
Cc1cc2ccccc2n2c(SCC(=O)Nc3ccc(S(=O)(=O)N4CCC(C)CC4)cc3)nnc12,6,95,92,99,9,95,95,97,10,-19,12
Cc1ccc(N(C(=O)Cn2nnc3ccccc32)C(C(=O)NCc2ccco2)c2cccnc2)cc1 (centres undefined),-15,99,95,98,24,96,97,98,9,3,-4
CCOC(=O)N1CCN(C(=S)Nc2cc(S(=O)(=O)N3CCOCC3)ccc2Cl)CC1,-31,100,97,96,11,98,101,96,-29,-4,2
S=C(NCC1CCCO1)N1CCN(c2ccc(Cl)c(Cl)c2)CC1 (centres undefined),-13,101,103,99,11,101,108,96,3,21,4
CCc1sc(C(=O)NCCc2ccc(S(N)(=O)=O)cc2)cc1Br,-32,94,94,89,9,94,93,92,-11,-2,1
CC(CCc1ccccc1)N1CCN(Cc2ccccc2)CC1 (centres undefined),24,103,99,101,13,101,97,101,-26,28,-3
CCOC(=O)c1cnc2c(C)cccc2c1NCc1ccco1,-18,105,106,106,11,105,95,99,/,17,-3
COc1cccc(-n2c(SCC(N)=O)nc3ccccc3c2=O)c1,-6,99,101,100,23,100,104,100,4,-5,-2
O=C(Cn1nnc2ccccc21)N/N=C\C=C\c1ccccc1,-4,102,102,102,5,102,99,99,6,14,-3
CCCCN1C(=O)C(O)=C(C(C)=O)C1c1ccc(OC)cc1OC (centres undefined),-12,94,94,92,14,95,94,92,-9,4,-3
COC(=O)CN(C(=S)Nc1ccccc1)C1CC(=O)N(c2ccc(OC)cc2)C1=O (centres undefined),8,101,100,102,9,103,97,101,/,2,0
CCCCCSc1nnc(-c2cc(Br)ccc2N)c(=O)[nH]1,-12,86,89,89,26,90,91,86,20,21,-2
Cc1cccc(NC(=O)NC2CC3CCC(C2)N3Cc2ccco2)c1 (centres undefined),-30,98,97,95,9,99,100,94,-11,-22,-1
Cc1nc2ccc(NC(=S)N3CCC(C)CC3)cc2nc1C,-15,100,96,98,8,96,101,98,/,30,0
FC(F)(F)c1cc(-c2cccs2)nc(-n2cc(Cl)cn2)n1,-37,100,98,103,15,99,100,97,/,8,-1
CCOc1ccc(-c2csc(Cn3c(CN4CCN(C)CC4)nc4ccccc4c3=O)n2)cc1,36,103,97,99,22,98,101,97,8,41,-11
COc1ccccc1N1CCN(CCCCOc2cccc3ccccc23)CC1,12,101,97,95,6,98,98,98,-26,18,1
CCOC(=O)C1C(=O)NC(C)C1c1ccccc1 (centres undefined),-5,98,102,100,14,100,97,101,/,2,4
COc1ccc(Cl)cc1-c1n[nH]c(=S)n1C1CCCCC1,-12,103,100,97,29,99,100,101,/,3,2
COc1ccc(C2(CNC(=O)Cc3ccc(OC)c(OC)c3)CCCC2)cc1,-34,97,98,95,11,98,98,95,/,1,0
Cc1cccc(NC(=S)NC(NC(=O)OCc2ccccc2)C(Cl)(Cl)Cl)c1 (centres undefined),-21,103,101,100,13,100,101,98,/,5,-6
C=CCOc1ccc2c(c1)C(=NO)c1cc(OCC=C)ccc1-2,6,105,98,102,27,99,98,101,-40,2,-4
O=C(CN1C(=O)c2ccccc2S1(=O)=O)NCc1ccccc1Cl,7,105,100,100,8,99,101,101,/,9,1
O=C(Nc1ccccc1F)Nc1ccccc1F,-40,99,95,96,12,98,97,95,/,12,0
O=C(Nc1ccon1)C12CC3CC(C1)CC(n1cnc([N+](=O)[O-])n1)(C3)C2,-33,90,92,96,9,93,95,91,-9,9,0
Cc1ccc(OCC(=O)N/N=C/C=C/c2ccco2)cc1C,-44,?,?,?,6,?,?,?,22,16,-4
CC(=O)Nc1cccc(C(=O)N/N=C/c2cccnc2)c1,-17,101,96,98,7,98,97,98,1,-9,-1
CSc1cnn(Cc2ccccc2)c(=O)c1SCc1ccccc1,-13,100,99,99,2,100,102,96,/,99*,-7
CC1CN(S(=O)(=O)c2ccc(NC(=O)c3cc(-c4ccccc4O)n[nH]3)cc2)CC(C)O1 (centres undefined),-23,101,99,101,8,99,97,101,/,8,-1

# Continuation.
SMILES,Mcl1 Bid PPI,Rac1 wt GTP bind,Rab2A wt mod,Cdc42 wt GTP,Avidin fluor,HRas wt GTP bind,Rab7 wt GTP bind,Rac1 act GTP bind,Pf gametocyte,Mcl1-Noxa inh,Bim-Mcl-1
Cn1c2c(c(=O)n(C)c1=O)[C@@]1(C(=O)Nc3ccccc31)C(C#N)=C(N)O2,-34,102,99,102,10,100,101,100,7,13,-5
Cc1cccc(C(=O)c2c(N)sc3c2CCCC3)c1,-32,102,99,101,5,99,96,99,/,13,7
COc1cccc(-c2nn(-c3ccccc3)cc2CN(C)C(C)c2ccncn2)c1 (centres undefined),-9,97,99,96,12,101,107,98,13,10,0
Cc1cc2nc(-c3ccncc3)cc(C(F)(F)F)n2n1,-6,104,98,98,13,98,104,95,4,15,1
Cn1c(NC(=O)CC(C)(C)C)cc(=O)n(C)c1=O,3,106,102,108,26,103,102,103,/,-8,-1
Cc1ccc(C(=O)c2cc3ccccc3o2)cc1[N+](=O)[O-],8,99,97,102,9,98,99,94,11,14,-2
CC1CCN(c2oc(-c3ccccc3F)nc2C#N)CC1,-5,103,101,102,7,100,100,98,/,28,0
COCCNC(=O)CN1CCC(NC(=O)c2ccco2)CC1,-1,95,96,95,11,94,91,95,-35,9,0
O=C(CSc1nc2ccsc2c(=O)n1CC1CCC(C(=O)O)CC1)c1ccc(Cl)cc1 (centres undefined),-18,89,91,89,11,89,93,89,/,4,-2
CCCCNC(=O)CN1C(=O)C(CC)Oc2ccc(Cl)cc21 (centres undefined),-23,101,99,103,12,99,100,97,/,4,-5
OCC1CCCCN1C(=S)NCc1ccco1 (centres undefined),-18,101,97,100,6,100,97,99,5,-11,-3
